Screening data (PubChem)
PPARg SRC2 recr = promotes SRC-2 coactivator recruitment by human PPARgamma; AID 1032; PPARgamma LBD-SRC-2 recruitment, biochemical; 200,000 tested, 0.34% active; activation, % at 8 µM; P37231; in the data active means activation above about 22%;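 further: 0% = vehicle and 100% = reference agonist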
STAT1 blocker = reduces IFN-gamma driven STAT1 reporter signal; inhibition, % at 5.5 µM; 200,000 tested, 0.35% active; NIH 3T3 STAT1-luciferase reporter, luminescence;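 active means inhibition above a set limit, the mean inhibition across all tested compounds plus 3 SD, cut at about 34% in these data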;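 further: 0% = IFN-gamma with DMSO and 100% = IFN-gamma with 300 µM nifuroxazide; values of inactives mirror those of a sister screen read the other way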
STAT3 blocker = reduces IL-6 driven STAT3 reporter signal | U3A cells, IL-6 STAT3-luciferase reporter, luminescence; host cell line lacks STAT1 | inhibition, % at 5.5 µM | 190,000 tested, 0.89% active | AID 862;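 active means inhibition above the mean inhibition across all screened compounds plus 3 SD, cut at about 44% in these data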;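 further: 0% = DMSO only wells and 100% = 100 µM nifuroxazide control wells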
PPARg SRC3 recr = agonists of human PPARgamma SRC-3 coactivator recruitment; P37231; biochemical PPARgamma/SRC-3 coactivator recruitment assay; activation, % at 8 µM; 200,000 tested, 0.26% active; AID 731; in the data active means activation above about 23%;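 further: 0% = DMSO and 100% = reference agonist; some compounds past the cut are filed as inactive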
TNAP act hiacc = activators of human TNAP at high phosphate acceptor concentration; P05186; purified TNAP, CDP-star luminescence, 1 M DEA, 30 min; hits give high values; 0 = EDTA background, 1 = DMSO-only activity; activation factor at 20 µM; 200,000 tested, under 10 active; AID 1136;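 active means activation factor at least 2 at 20 µM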
Target sequence (P05186 whole entry, looked up): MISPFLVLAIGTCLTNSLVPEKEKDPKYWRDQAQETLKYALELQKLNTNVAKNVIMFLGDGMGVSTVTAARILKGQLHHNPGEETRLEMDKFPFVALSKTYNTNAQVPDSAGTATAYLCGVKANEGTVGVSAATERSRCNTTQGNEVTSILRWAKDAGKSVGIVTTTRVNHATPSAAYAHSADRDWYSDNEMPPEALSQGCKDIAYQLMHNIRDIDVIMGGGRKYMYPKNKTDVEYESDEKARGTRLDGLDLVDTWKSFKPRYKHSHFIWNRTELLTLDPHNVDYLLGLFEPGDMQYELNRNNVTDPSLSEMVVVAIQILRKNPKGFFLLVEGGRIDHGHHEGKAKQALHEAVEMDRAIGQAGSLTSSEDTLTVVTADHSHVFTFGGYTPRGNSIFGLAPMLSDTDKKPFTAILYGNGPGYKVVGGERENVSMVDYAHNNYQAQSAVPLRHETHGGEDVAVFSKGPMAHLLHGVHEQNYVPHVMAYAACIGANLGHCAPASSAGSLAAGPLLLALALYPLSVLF
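Assay system: human TNAP; Input: enzyme diluted 1/800 final; Reagent: CDP-star luminogenic substrate at 100 µM final; Timing: 30 min, room temperature; Signal: luminescence; Evaluation: TNAP activation factor scaled between EDTA and DMSO control wells.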
bIAP activator = increases bovine intestinal alkaline phosphatase activity; AID 1016; 200,000 tested, 0.17% active; activation factor at 20 µM; purified bovine IAP, CDP-star luminescence, 30 min; hits give high values; fold of DMSO-control signal, blank-subtracted;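 active means activation factor of 2 or more at 20 µM, a signal rise over negative controls twice the positive control's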
PPARg SRC1 recr = PPARgamma-driven SRC-1 recruitment agonism. PPARgamma-SRC-1 coactivator recruitment biochemical assay. AID 631. P37231. 200,000 tested, 0.41% active. activation, % at 8 µM; in the data active means activation above about 19%;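 further: 0% = DMSO and 100% = reference agonist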
TR-FRET SRC-2 ct = counter-screen for PPARgamma SRC-2 recruitment agonists: TR-FRET artefact | hits give high values | TR-FRET ratio at 8 µM | 200,000 tested, 0.4% active; in the data active means TR-FRET ratio above about 2000; further: inactives centre near 1500
STAT3 activator = STAT3 signaling activation; 190,000 tested, 0.91% active; AID 871; activation (% of control), % at 5.6 µM; U3A cells, IL-6 STAT3-luciferase reporter, luminescence; 100% = signal with IL-6 EC80 alone;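 active means activation above the screen-wide mean of compound activation plus 3 SD, cut at about 130% in these data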;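 further: 0% = background luminescence of wells with medium and substrate only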
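Detection: reporter luminescence signal / Assay system: STAT1-lacking human U3A cells, STAT3 luciferase reporter / Incubation: compound pre-incubation 1 h before IL-6, then 6 h stimulation at 37 °C / Control set: IL-6-only high control / Read-out: % activation relative to IL-6 control / Probe or stimulus: Interleukin-6, 33 ng/mL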
bIAP inh = blocks bovine intestinal alkaline phosphatase activity; purified bovine IAP, CDP-star luminescence, 30 min; inhibition, % at 20 µM; 190,000 tested, under 10 active;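 active means over 50% inhibition of intestinal alkaline phosphatase at 20 µM in the single-dose screen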
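System: purified bovine intestinal alkaline phosphatase (IAP) enzyme; Input: IAP diluted 1/65,000,000 in the well; Measured by: CDP-star luminescence signal; Compound dosing: 20 µM single dose; Incubation: 30 min reaction at room temperature.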
ROMK mod = modulators of human ROMK potassium channel | P48048 | Tet-inducible ROMK, thallium flux fluorescence; actives lie on both sides | B-score at 10 µM | 130,000 tested, 2% active;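 active means signal ratio slope over the read window, or its plate-corrected B-score, at least 3 SD from the plate mean, either direction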;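 further: B-score of the F/F0 ratio slope over 7 to 12 s after thallium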
Target sequence (P48048 whole entry, looked up): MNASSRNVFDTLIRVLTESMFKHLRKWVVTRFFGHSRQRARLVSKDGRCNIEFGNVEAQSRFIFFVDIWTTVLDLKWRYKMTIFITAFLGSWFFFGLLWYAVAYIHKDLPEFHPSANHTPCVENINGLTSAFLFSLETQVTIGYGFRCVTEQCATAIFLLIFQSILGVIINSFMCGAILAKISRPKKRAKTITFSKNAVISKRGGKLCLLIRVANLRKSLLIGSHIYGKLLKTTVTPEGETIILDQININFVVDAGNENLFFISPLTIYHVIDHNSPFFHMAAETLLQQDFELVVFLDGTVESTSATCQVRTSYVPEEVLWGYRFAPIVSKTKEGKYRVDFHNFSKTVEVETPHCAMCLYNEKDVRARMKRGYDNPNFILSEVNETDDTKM
An asterisk follows results filed as active; . = not tested or not shown.

SMILES	PPARg SRC2 recr	STAT1 blocker	STAT3 blocker	PPARg SRC3 recr	TNAP act hiacc	bIAP activator	PPARg SRC1 recr	TR-FRET SRC-2 ct	STAT3 activator	bIAP inh	ROMK mod
C=C(C)C(C)(C#CCN1CCCC1)OC(C)=O (centres undefined)	9	1	1	16	1.1	0.9	7	1561	102	10	-0.015
CCc1nnc(NC(=O)c2ccc(NC(=O)C(C)C)cc2)s1	11	-10	5	3	1.1	0.9	4	1571	102	9	0.038
O=C(O)COc1ccc(-c2nccc(-c3cccs3)n2)cc1	18	29	42	19	1	1	12	1876	70	4	0.7
O=C(CN1C(=O)c2ccccc2S1(=O)=O)N1CCN(c2ccc(F)cc2)CC1	-6	7	-32	13	1	0.9	-1	1646	132	12	-0.72
COc1cc([N+](=O)[O-])ccc1NC(=O)C[n+]1ccccc1C	7	3	14	-2	1	1	4	1595	97	2	.
COc1ccc2c(c1OC)C(=O)c1ccccc1C2=O	14	-17	12	14	0.9	0.8	-2	1485	93	17	2.5
CCOC(=O)COc1ccc2nsnc2c1	6	9	-1	5	1.1	0.9	6	1619	105	9	.
COCCN(C(=S)Nc1c(C)cc(C)cc1C)C(C)c1cccs1 (centres undefined)	4	10	-4	3	1	1.3	2	1623	106	-30	0.18
COc1cc(OC)cc(C(=O)OCCNC(=O)Cn2cnc3c2c(=O)n(C)c(=O)n3C)c1	5	-2	10	-1	1.1	1	1	1512	96	2	0.032
Cc1nn(C(=O)C2CC2)c(C)c1Sc1ccc(Cl)cc1	-8	-4	-7	-9	1	0.9	-3	1332	111	10	.
COc1ccccc1C(=O)NNC(=O)c1ccccc1[N+](=O)[O-]	9	-9	-2	6	1	1.1	9	1844	99	-9	-0.067
COc1cc(-c2nnc(SCC(=O)c3cc(C)n(CC4CCCO4)c3C)o2)cc(OC)c1OC (centres undefined)	2	3	17	-2	1	1.1	2	1546	88	-14	.
COc1ccc(CCNC(=O)CSc2nc3ccccc3o2)cc1	12	-9	-1	10	1.1	0.8	4	1585	105	17	-0.052
N#C/C(=C(/O)CN1CCOCC1)c1nc(-c2ccccc2)cs1	2	-5	-11	-7	1.1	1	6	1335	115	4	.
Cc1cccn2c(=O)c3cc(C(=O)NC4CCCC4)c(=N)n(C4CCCC4)c3nc12	-5	5	0	-1	1	0.7	1	1553	104	27	-2.6*
COc1cc(CNCc2cccs2)ccc1OCC(=O)NC(C)(C)C	-2	3	18	-4	1	1	0	1567	93	-4	.
COc1nc(NCCc2ccc(OC)c(OC)c2)nc(OC)n1	-5	18	4	6	1	1	-1	1580	96	-1	.
COC(=O)c1sc(NC(=O)/C=C/c2ccccc2Cl)nc1C	-3	-6	17	-2	1	0.5	2	1644	90	.	-0.47
Cc1ccc(-c2csc(NC(=O)CSc3nc4ccccc4o3)n2)cc1	4	-4	5	2	1	1	9	1685	98	4	-0.7
CN(C)C(=O)CSc1nc2ccccc2n1CC(=O)N1CCN(c2ccccc2)CC1	-3	0	-3	-6	1.1	1	-3	1424	103	3	.
O=C(O/N=C(\c1ccccc1)c1ccncc1)c1ccccc1F	2	-6	1	1	1.1	1.1	2	1625	102	-11	-0.057
CCn1cc(C(=O)OCC(=O)c2ccccc2)c(=O)c2ccc(C)nc21	9	0	9	4	1.1	0.9	9	1540	100	10	-0.016
CC(=O)Nc1cc(C(=O)NCc2ccco2)ccc1Sc1ccc(C)cc1	6	-3	-12	3	1.1	1	5	1507	107	2	-0.55
COc1ccc(OC(C)C(=O)Nc2cccc(F)c2)cc1 (centres undefined)	-5	5	6	-6	1	1	10	1508	99	3	0.82
COCCCNC(=S)Nc1ccccc1C	-7	6	3	-2	1	0.9	-4	1557	97	13	.

In the list so far, two have a nitro group on carbon.
SMILES	PPARg SRC2 recr	STAT1 blocker	STAT3 blocker	PPARg SRC3 recr	TNAP act hiacc	bIAP activator	PPARg SRC1 recr	TR-FRET SRC-2 ct	STAT3 activator	bIAP inh	ROMK mod
COc1cc([N+](=O)[O-])ccc1NC(=O)C[n+]1ccccc1C	7	3	14	-2	1	1	4	1595	97	2	.
COc1ccccc1C(=O)NNC(=O)c1ccccc1[N+](=O)[O-]	9	-9	-2	6	1	1.1	9	1844	99	-9	-0.067

Further compounds follow.
SMILES	PPARg SRC2 recr	STAT1 blocker	STAT3 blocker	PPARg SRC3 recr	TNAP act hiacc	bIAP activator	PPARg SRC1 recr	TR-FRET SRC-2 ct	STAT3 activator	bIAP inh	ROMK mod
COc1ccc(NC(=O)C2CC(=O)OC23CCCCC3)cc1 (centres undefined)	11	0	12	3	1	1	2	1565	94	-1	.
COC(=O)c1sccc1NC(=S)Nc1cc(C)cc(C)c1	3	13	8	2	1	1.1	0	1389	96	-6	0.22
Cc1ccc(OCC(=O)Nc2cc(C)on2)c([N+](=O)[O-])n1	6	-26	9	-1	1.1	0.9	1	1412	97	7	0.017
COc1ccc(-c2c(C#N)c(N)nc3c2c(=O)n(C)c(=O)n3C)cc1Cl	2	5	-4	6	.	.	5	1373	105	.	-1.8
CCCCCCNC(=O)CCNC(=O)c1cc(OC)c(OC)c(OC)c1	-2	4	-5	0	1	1	-4	1657	106	-1	0.67
CC(C)N(Cc1cn(C)nc1-c1cccc(Cl)c1)CC1CCC(=O)N1 (centres undefined)	4	2	2	1	1.1	1.1	-2	1300	103	-11	0.16
Cc1cccc(Nc2ccccc2C(=O)OCC(=O)NCc2ccco2)c1C	2	-4	-13	0	1.1	1.1	6	1482	111	-5	.
Cn1nnnc1SCC(=O)c1cccs1	5	3	8	10	1	1	-2	1892	97	2	.
Cc1ccc(S(=O)(=O)NCC(=O)OCc2ccccc2)cc1	5	3	-4	-4	1	0.9	3	1537	105	8	0.39
Cc1ccc(NC(=S)NNC(=O)c2ccccc2O)c(C)c1	9	6	7	3	1	1.5	7	1814	105	-52	2.9*
COc1ccc(-n2c(C)cc(C3=NNC(=NC4CC4)SC3)c2C)cc1	4	62*	28	2	1	1.1	2	1601	80	-8	-0.064
O=c1c2ccccc2c(-c2ccccc2)nn1-c1cc(Cl)ccc1[N+](=O)[O-]	3	1	3	1	1	0.9	2	1360	103	8	0.24
CCOC(=O)c1cc2c(C)n(-c3ccc(N(C)C)cc3)c(C)c2cc(C(=O)OCC)c1=O	7	10	2	7	1	1	-2	1557	99	1	-0.3
CN1CCCN(CC(O)COCc2cccs2)CC1 (centres undefined)	-1	0	1	3	1	0.9	-2	1537	103	6	.
CCN1CCN(C(=O)CCc2ccc(S(=O)(=O)NCCc3ccccc3)cc2)CC1	-4	7	5	-6	1	1	-8	1342	99	3	-0.99
Cc1ccc(S(=O)(=O)NC(=O)c2cc(C)n(C3CC3)c2C)cc1	2	2	0	1	1	1.2	7	1677	101	-17	-1
COc1ccc(OC)c(/C=C/C(=O)OCC(=O)c2c(N)n(C)c(=O)n(C)c2=O)c1	0	-2	8	-1	1	1	-5	1419	95	0	0.88
O=C1OC(OC2CCCCC2)(c2ccccc2)c2ccccc21 (centres undefined)	-2	-3	-3	3	1	0.9	-6	1405	107	14	.
Cc1cc(C)n2nc(SCC(=O)N3CCc4ccccc43)nc2n1	-2	-9	7	1	1	1	2	1585	95	-3	.
CCN1CCN(C(=O)c2ccc(Cl)c(S(=O)(=O)N3CCOCC3)c2)CC1	4	-2	1	-1	1	1	-4	1539	101	4	.
O=C(COC(=O)c1ccc(Cl)c(S(=O)(=O)N2CCCC2)c1)NC1CCCCC1	-6	-4	-1	2	1	0.9	6	1678	103	12	-0.52
CN(C)/N=C/c1ccc(N2CCOCC2)cc1	3	-27	9	6	1	0.9	10	1696	95	8	0.046
Cc1ccc(-c2ccc(CCC(=O)O)n2NC(=O)c2cccs2)cc1	5	3	8	7	1	1	2	1481	96	0	0.16
CCC(C)C(NC(N)=O)C(=O)NC1CCC(C)CC1 (centres undefined)	6	-3	7	3	1.1	1	3	1558	99	-5	0.029
Cc1ccc(S(=O)(=O)N2CCC(=O)N(C(COCc3ccc(Cl)cc3Cl)Cc3ccccc3)CC2)cc1 (centres undefined)	16	2	-2	2	1.1	1.1	10	1741	99	-10	-2.7
O=C(Cn1nnc2ccccc21)OCc1ccccc1	-6	-5	0	-1	1.1	0.9	6	1580	105	7	-0.62
CCOC(=O)CN1CC23C=CC(O2)C(C(=O)Nc2ccc(OCC)cc2)C3C1=O (centres undefined)	-1	-1	9	-4	1	1	2	1586	97	0	.

Among those listed so far, seven contain a thiophene ring, fused or not.
SMILES	PPARg SRC2 recr	STAT1 blocker	STAT3 blocker	PPARg SRC3 recr	TNAP act hiacc	bIAP activator	PPARg SRC1 recr	TR-FRET SRC-2 ct	STAT3 activator	bIAP inh	ROMK mod
O=C(O)COc1ccc(-c2nccc(-c3cccs3)n2)cc1	18	29	42	19	1	1	12	1876	70	4	0.7
COCCN(C(=S)Nc1c(C)cc(C)cc1C)C(C)c1cccs1 (centres undefined)	4	10	-4	3	1	1.3	2	1623	106	-30	0.18
COc1cc(CNCc2cccs2)ccc1OCC(=O)NC(C)(C)C	-2	3	18	-4	1	1	0	1567	93	-4	.
COC(=O)c1sccc1NC(=S)Nc1cc(C)cc(C)c1	3	13	8	2	1	1.1	0	1389	96	-6	0.22
Cn1nnnc1SCC(=O)c1cccs1	5	3	8	10	1	1	-2	1892	97	2	.
CN1CCCN(CC(O)COCc2cccs2)CC1 (centres undefined)	-1	0	1	3	1	0.9	-2	1537	103	6	.
Cc1ccc(-c2ccc(CCC(=O)O)n2NC(=O)c2cccs2)cc1	5	3	8	7	1	1	2	1481	96	0	0.16
